RTF Ca sens inh – cardiac RTF calcium desensitization; P19429+P45379; IANBD-labeled cardiac RTF, Ca2+ fluorescence; inhibition, % at 7.15 µM; 0.12% of 340,000 active; AID 493244;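 active = inhibition above the mean inhibition of all tested compounds plus 3 SD, cut at about 17% in these data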;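 note: assay run at fixed EC70 calcium of 1.6 mM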
DAGLB inhibitor – blocks human DAGLB lipase activity. Q8NCG7. inhibition, % at 5.17 µM. 0.059% of 340,000 active. HEK293T DAGLB membrane lysate, EnzChek fluorogenic substrate; in the data active = inhibition above about 34%;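 note: 0% = enzyme with vehicle and 100% = wells lacking enzyme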
CAL PDZ FP-1 – blocks peptide binding to the human CAL PDZ domain. 0.92% of 300,000 active. purified CAL PDZ, TMR-peptide fluorescence polarization, 1 h. inhibition, % at 24.9 µM. AID 602252. Q9HD26;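 active = mean inhibition of at least 30% with at least half of replicates also reaching 30%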;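 note: 0% = DMSO neutral control and 100% = excess unlabeled competitor peptide PRC23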
C-LANA FP – inhibitors of KSHV LANA C-terminal domain DNA binding | MBP-C-LANA/FAM-LBS DNA binding, fluorescence polarization | inhibition, % at 9 µM | 0.078% of 340,000 active | AID 504423;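 active = highest replicate inhibition at or above 60% at 9 µM, even if other replicates fall short; inactive = all replicates below 60% inhibition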;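 note: 0% = neutral control wells and 100% = 4 µM acridine orange control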
CAL PDZ FP-2 – inhibitors of human CAL PDZ peptide binding. Q9HD26. purified CAL PDZ, TMR-peptide fluorescence polarization, 1 h. inhibition, % at 20 µM. 0.02% of 330,000 active. AID 504414;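 active = highest replicate inhibition of at least 40%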;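 note: plate controls were DMSO neutral control wells for no effect and unlabeled competitor peptide control wells for full effect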
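Control set: unlabelled peptide and DMSO controls / Material: purified CerCALP PDZ construct / Timing: 1 h incubation at room temperature before polarization reading / Doses: 20 µM, one dose / Detection: fluorescence polarization (mP)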
Pemphigus Ab inh – inhibitors of pemphigus antibody binding to human desmoglein-3. DSG3-coupled beads, scFv-anti-DSG3-GFP binding, flow cytometry; active compounds read low. binding (percent of control), % at 10 µM. 0.48% of 310,000 active;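 active = binding more than 3 SD below its plate's average and above zero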;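 note: hits lower antibody fragment binding to DSG3; some compounds called inactive have numbers as strong as hits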
Keap1-Nrf2 PPI – inhibitors of human Keap1-Nrf2 protein-protein interaction | Keap1 Kelch-Nrf2 peptide fluorescence polarization, 1536-well | inhibition, % at 9.4 µM | 0.15% of 340,000 active; in the data active = inhibition above about 12%;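 note: human Keap1 Kelch domain with fluorescein labeled Nrf2 9mer peptide probe; 0% = neutral control wells and 100% = peptide positive control; higher means more block of Keap1 binding to Nrf2 peptide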
Arr AP2 block – inhibitors of human beta-arrestin and AP2 interaction. 0.31% of 340,000 active. FITC-arrestin peptide / GST-AP2 beads, flow cytometry; AP2 beta2 appendage carries R879A mutation. inhibition, % at 10 µM. AID 504490;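 active = inhibition above a set limit, near 3 SD of compounds lacking own fluorescence, cut at about 54% in these data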;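 note: plate controls were DMSO wells for no effect and 5 µM unlabelled arrestin peptide for full effect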
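System: GST-AP2 R879A glutathione beads; medium: PBS, Tween 20 0.05%, BSA 0.1%; reagent: fluorescein-tagged arrestin peptide at 50 nM final; schedule: pre-incubation 12 min, peptide binding 1 h, room temperature; detection: flow cytometry, FL1 (488/535 nm); read-out: inhibition as reduced fluorescein signal on beads, percent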
NSD2 inh – blocks human histone methyltransferase NSD2; O96028; NSD2 peptide methylation, AlphaScreen, 120 min; inhibition, % at 12.5 µM; 0.54% of 310,000 active; AID 743445; in the data active = inhibition above about 50%
Target sequence (O96028 whole entry, looked up): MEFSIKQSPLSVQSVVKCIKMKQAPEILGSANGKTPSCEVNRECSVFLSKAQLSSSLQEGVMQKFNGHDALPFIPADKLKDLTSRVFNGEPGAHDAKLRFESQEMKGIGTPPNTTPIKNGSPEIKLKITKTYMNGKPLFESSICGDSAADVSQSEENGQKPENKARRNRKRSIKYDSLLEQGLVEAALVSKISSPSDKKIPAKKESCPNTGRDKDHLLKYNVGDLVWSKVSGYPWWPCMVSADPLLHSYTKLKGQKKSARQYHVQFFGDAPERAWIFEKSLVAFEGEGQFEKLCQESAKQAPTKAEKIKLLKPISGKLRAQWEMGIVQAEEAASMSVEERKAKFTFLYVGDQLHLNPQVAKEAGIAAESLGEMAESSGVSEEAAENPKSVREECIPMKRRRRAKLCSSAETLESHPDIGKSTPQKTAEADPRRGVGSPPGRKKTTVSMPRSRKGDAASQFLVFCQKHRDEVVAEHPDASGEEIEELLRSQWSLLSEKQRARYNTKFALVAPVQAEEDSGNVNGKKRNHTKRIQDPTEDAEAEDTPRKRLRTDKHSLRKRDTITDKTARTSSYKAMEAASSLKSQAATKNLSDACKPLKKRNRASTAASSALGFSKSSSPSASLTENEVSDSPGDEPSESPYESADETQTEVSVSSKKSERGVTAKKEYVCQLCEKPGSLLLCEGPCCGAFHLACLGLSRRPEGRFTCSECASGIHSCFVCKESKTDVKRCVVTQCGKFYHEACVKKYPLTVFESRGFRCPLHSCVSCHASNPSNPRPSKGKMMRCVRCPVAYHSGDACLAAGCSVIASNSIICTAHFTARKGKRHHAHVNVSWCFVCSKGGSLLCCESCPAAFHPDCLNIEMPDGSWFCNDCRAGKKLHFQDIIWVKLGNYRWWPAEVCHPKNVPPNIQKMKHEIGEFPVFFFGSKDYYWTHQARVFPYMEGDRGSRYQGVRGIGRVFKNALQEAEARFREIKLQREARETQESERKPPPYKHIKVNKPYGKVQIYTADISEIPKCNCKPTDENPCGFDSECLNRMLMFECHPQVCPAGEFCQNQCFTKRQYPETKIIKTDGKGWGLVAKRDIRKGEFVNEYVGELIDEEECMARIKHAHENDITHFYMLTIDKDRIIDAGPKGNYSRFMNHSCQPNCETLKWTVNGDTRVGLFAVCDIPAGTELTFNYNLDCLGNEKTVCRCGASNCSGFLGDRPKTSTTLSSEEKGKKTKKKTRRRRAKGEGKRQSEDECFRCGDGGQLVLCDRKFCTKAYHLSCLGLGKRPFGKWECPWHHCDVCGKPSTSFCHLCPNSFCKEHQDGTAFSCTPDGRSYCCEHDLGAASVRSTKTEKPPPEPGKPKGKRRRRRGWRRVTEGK
V-ATPase pH – yeast V-ATPase proton transport regulation by pHLuorin | AID 504577 | response, % at 10 µM | 0.37% of 350,000 active | S. cerevisiae, pHLuorin cytosolic pH fluorescence; in the data active = response mostly above about 7.3%, no sharp cut-off; inactive = mostly below about 5.4%; note: actives read high; inactives centre near 0; some compounds called inactive have numbers as strong as hits
Active calls of the source: *; · = no result given.

A first look (11 entries):
SMILES	RTF Ca sens inh	DAGLB inhibitor	CAL PDZ FP-1	C-LANA FP	CAL PDZ FP-2	Pemphigus Ab inh	Keap1-Nrf2 PPI	Arr AP2 block	NSD2 inh	V-ATPase pH
CSCC(=O)N1CCCC(CNC(=O)c2ccc(-c3ccccc3)cc2)C1 (configuration not stated)	-1	-1	-7	0.3	-2.5	100	-3	-8	·	3
COc1ccc(-c2cc(C(F)(F)F)nc(SCC(=O)NCc3cccs3)n2)cc1	-8	-4	·	-0.7	0.1	104	-2	1	0	-2
O=C(CNC(=O)c1ccc(S(=O)(=O)N2CCCC2)cc1)N/N=C/c1ccc(Cl)cc1Cl	3	-8	-1	-1.2	-0.5	112	-3	28	-2	6
COC(=O)c1ccc(CSc2ncnc3ccccc23)o1	-4	-6	·	-0.2	-0.7	105	-3	0	·	4
CCN(CC)CCNc1oc(-c2ccccc2)nc1S(=O)(=O)c1ccccc1	4	-1	-3	0.2	-0.3	·	0	-10	5	4
Cc1ccc(N2C(=O)c3ccccc3C2C(=O)c2cc(C)ccc2O)cc1 (configuration not stated)	-9	-4	2	0.4	-1.4	102	1	0	-3	-3
CCNC(=S)Nn1cnc2ccccc21	-11	-1	-1	-0.7	-2.1	104	1	37	-1	0
COCCn1cc(C(=S)N2CCCCC2)c2ccccc21	-3	1	·	-0.8	0.4	105	-5	-15	2	-2
COc1ccccc1NC(=S)NNC(=O)c1nn(C)c(C)c1Cl	-5	8	2	0.4	1.9	100	0	11	2	-1
COC(=O)CN(c1ccccc1OC)S(=O)(=O)c1ccccc1	7	3	·	0.3	-0.4	110	-3	-14	2	-1
CC(=O)Oc1c(C)c(=O)n(C)c2ccccc12	-23	-1	0	0.9	0.2	85	3	31	-2	2

Main list, from the first entry:
SMILES	RTF Ca sens inh	DAGLB inhibitor	CAL PDZ FP-1	C-LANA FP	CAL PDZ FP-2	Pemphigus Ab inh	Keap1-Nrf2 PPI	Arr AP2 block	NSD2 inh	V-ATPase pH
CSCC(=O)N1CCCC(CNC(=O)c2ccc(-c3ccccc3)cc2)C1 (configuration not stated)	-1	-1	-7	0.3	-2.5	100	-3	-8	·	3
COc1ccc(-c2cc(C(F)(F)F)nc(SCC(=O)NCc3cccs3)n2)cc1	-8	-4	·	-0.7	0.1	104	-2	1	0	-2
O=C(CNC(=O)c1ccc(S(=O)(=O)N2CCCC2)cc1)N/N=C/c1ccc(Cl)cc1Cl	3	-8	-1	-1.2	-0.5	112	-3	28	-2	6
COC(=O)c1ccc(CSc2ncnc3ccccc23)o1	-4	-6	·	-0.2	-0.7	105	-3	0	·	4
CCN(CC)CCNc1oc(-c2ccccc2)nc1S(=O)(=O)c1ccccc1	4	-1	-3	0.2	-0.3	·	0	-10	5	4
Cc1ccc(N2C(=O)c3ccccc3C2C(=O)c2cc(C)ccc2O)cc1 (configuration not stated)	-9	-4	2	0.4	-1.4	102	1	0	-3	-3
CCNC(=S)Nn1cnc2ccccc21	-11	-1	-1	-0.7	-2.1	104	1	37	-1	0
COCCn1cc(C(=S)N2CCCCC2)c2ccccc21	-3	1	·	-0.8	0.4	105	-5	-15	2	-2
COc1ccccc1NC(=S)NNC(=O)c1nn(C)c(C)c1Cl	-5	8	2	0.4	1.9	100	0	11	2	-1
COC(=O)CN(c1ccccc1OC)S(=O)(=O)c1ccccc1	7	3	·	0.3	-0.4	110	-3	-14	2	-1
CC(=O)Oc1c(C)c(=O)n(C)c2ccccc12	-23	-1	0	0.9	0.2	85	3	31	-2	2
COC(=O)c1ccc(CSC2=NCCS2)cc1	-4	0	0	0.9	-3.3	·	-3	3	2	5

Brought forward from above: 2 entries, then new ones.
SMILES	RTF Ca sens inh	DAGLB inhibitor	CAL PDZ FP-1	C-LANA FP	CAL PDZ FP-2	Pemphigus Ab inh	Keap1-Nrf2 PPI	Arr AP2 block	NSD2 inh	V-ATPase pH
CC(=O)Oc1c(C)c(=O)n(C)c2ccccc12	-23	-1	0	0.9	0.2	85	3	31	-2	2
COC(=O)c1ccc(CSC2=NCCS2)cc1	-4	0	0	0.9	-3.3	·	-3	3	2	5
CCOC(=O)c1c(C)nc2c(C)cccn12	-3	0	-1	0.8	-0.7	·	-7	3	-3	1
CCOc1ccc(NC(=O)CCCn2nc(C)c3c(C)n(-c4ccccc4)nc3c2=O)cc1	-3	0	4	-0.6	-0.1	86	-3	0	-4	1
COc1ccc(N2CCN(CCCNS(=O)(=O)c3ccc4c(c3)oc(=O)n4C)CC2)cc1	4	-1	5	0.5	-1.5	104	-3	14	·	-2
O=C(Nc1ccc(N2CCN(C(=O)c3cccs3)CC2)cc1)c1ccccc1F	5	1	-1	1.2	-2.7	109	-1	17	-3	-2
CCN1C[C@@H]2[C@@H]3C(=O)N(C)C(=O)[C@@H]3[C@](CC)(C1=O)N2C(=O)c1ccc(F)cc1	-12	-2	0	4.7	-0.7	102	2	0	·	-1
CC[C@@H]1C=C(C(=O)O)[C@H](c2ccc(C)cc2)N1S(=O)(=O)c1ccc(C)cc1	-1	-2	-4	-0.5	1.0	101	-1	32	·	3
Cc1ccc(NC(=O)CN(C)C(=O)CSc2nc3ccccc3o2)cc1	-4	0	-1	0.5	0.0	79	2	0	-1	-4
CCOC(=O)CC1(NC(=O)C2CCC(=O)N(Cc3ccccc3F)C2)CCCCC1 (configuration not stated)	0	-2	-4	-0.5	-1.1	108	0	23	6	-4
CC(C)(C)c1ccccc1NC(=O)CN1C(=O)NC2(CCCCCC2)C1=O	-9	0	-2	0.6	-0.3	102	4	28	-1	4
CNc1nc(NCc2ccccc2)nc(N)c1[N+](=O)[O-]	-5	0	1	0.6	-3.1	86	-2	16	-3	3
Cc1cc(=O)c(C(=O)c2ccccc2)c(C)o1	-8	0	-4	0.9	-0.1	109	2	-6	5	0
N#Cc1ccc(OCc2nnc(SCC(=O)N3CCCc4ccccc43)n2-c2ccccc2)cc1	-2	-4	-3	-1.7	0.9	106	-2	19	5	-2
Cc1nc(N)sc1Cc1ccc2c(c1)OCO2	-4	2	·	-0.8	-0.4	105	-2	6	11	0
COc1cccc(NC(=S)N2CCn3c(nc4ccccc43)C2)c1	-9	1	-3	0.9	-2.3	86	-1	-5	-1	-1
O=C(NC1CCCN(Cc2ccc(Cl)cc2)C1)c1ccoc1 (configuration not stated)	0	-1	-23	1.3	-0.9	106	2	26	4	-3
COCCCN1CN(S(=O)(=O)c2ccc(C)cc2C)c2nc3ccccc3nc21	2	1	-7	-1.8	-1.1	109	0	-15	0	-1
CC(=O)NC12CC3CC(C1)CC(C(=O)OCC(=O)NC(=O)c1cccn1C)(C3)C2	-9	1	-1	0.8	0.1	109	-5	1	0	4
NC(=O)CC(NC(=O)c1ccccc1)c1ccc(NCCc2cccc(F)c2)c([N+](=O)[O-])c1 (configuration not stated)	-8	14	0	-0.6	-1.0	104	4	-3	·	0
COc1ccc(OC)c(-c2nnc(SCC(=O)N3CCCc4ccccc43)o2)c1	-1	0	1	-0.4	-3.7	·	-1	-4	0	-1
O=C(COC(=O)C1CCC1)Nc1ccc(Cl)cn1	-2	-1	-5	1.8	-0.4	92	3	0	-3	-2
CCc1ccc(-c2cc3c(=O)n(CC(=O)NCCCN4CCN(C)CC4)ncn3n2)cc1	-4	-1	-2	0.5	-1.7	100	1	-8	11	1
CN(C)S(=O)(=O)c1cc(S(=O)(=O)N(C)C)c(Cl)cc1N	-1	0	0	0.8	-2.5	101	0	28	-1	-1
COc1cc(NC(=O)C2CCCCN2)ccc1OCC(C)C (configuration not stated)	2	1	-1	0.9	-2.2	103	0	4	0	15
COc1ccc(CN2CCCCC2C(=O)Nc2ccc(OC)c(OCC(C)C)c2)cc1OC (configuration not stated)	-15	-3	-5	1.3	-2.5	88	2	-8	-3	-3
COC(=O)COc1ccc(C2NC(=O)NC(c3ccccc3)=C2C(C)=O)cc1OC (configuration not stated)	-3	-2	-3	0.9	0.0	102	-3	19	4	-4
Cc1cccc(-n2ncc3c(N4CCOCC4)ncnc32)c1	-2	-2	·	-1.2	-1.1	100	0	8	·	-1
CCc1nn(CC(=O)N(C)C2CCCCC2)c(=O)c2cc3cc(C)ccc3n12	2	0	104*	-0.1	-0.4	88	-2	-2	·	1
CC(C)OCCCNC(=O)c1cc(S(=O)(=O)N2CCCCC2)c[nH]1	-1	-1	·	-0.4	0.2	107	-5	-6	·	2
N#C/C(=C\Nc1ccc2c(c1)OCCO2)c1nc2ccccc2[nH]1	4	0	-3	1.2	0.1	108	0	4	-2	0
COc1ccc(S(=O)(=O)N(C)C[C@H]2Oc3ccc(NC(=O)Nc4ccc(C(F)(F)F)cc4)cc3C(=O)N([C@H](C)CO)C[C@@H]2C)cc1	9	0	3	-0.8	-1.1	100	1	-5	·	-1
COc1ccc(CCN2CNc3c(c(=O)n(C)c(=O)n3C)C2)cc1OC	-6	1	-1	-0.5	-3.3	95	-2	3	-1	0
CCCCCOc1ccc(NC2=CC(=O)CCC2)cc1	-5	0	-9	-0.6	·	108	0	4	1	-5
CC(C(=O)N(C)Cc1cccc(F)c1)N1CCN(S(=O)(=O)c2ccc3c(c2)OCCCO3)CC1 (configuration not stated)	-7	-2	15	0.0	-2.6	101	2	20	4	1
CCOC(=O)Cc1csc(NC(=O)COc2ccccc2OC)n1	-5	-2	1	0.9	-3.4	104	-1	31	·	1
COc1cc(/C=N/NC(=O)C(=O)NCc2ccco2)cc(Cl)c1O	-3	0	8	0.3	-1.1	92	-7	13	7	-3
Cc1nc(N2CCN(c3ccc(Cl)cc3)CC2)[nH]c(=O)c1C	-5	1	9	-1.0	-1.1	121	2	-17	-8	0
Cc1cc(O)cc(=O)n1Cc1ccco1	-4	-1	3	-1.5	-0.8	108	0	18	3	-5
CCN(C[C@H]1N[C@@](Cc2ccccc2)(C(=O)OC)[C@H]2C(=O)N(Cc3ccccc3)C(=O)[C@@H]12)C(=O)c1ccc(C)cc1	-7	-1	-16	1.1	-0.3	95	7	-21	·	-1
COC(=O)c1ccc(C(=O)OC)c(NC(=S)N2CCCC2)c1	-8	-3	7	0.5	0.4	94	3	30	9	3
Cc1ccc(OCC(=O)N2CCN(C(=O)c3cccc(F)c3)CC2)cc1	-14	-1	-1	-0.4	-1.5	105	-4	-4	13	2
Cc1ccsc1C(=O)NNC(=O)COc1ccc(Br)cc1	-5	-2	0	0.8	-0.6	100	1	-2	0	0

Some of the compounds tested, so the mix of outcomes need not match the whole.
